Yeast eIF2B: modulators of yeast eIF2B activity | S. cerevisiae eIF2B-epsilon R284H, GCN4-lacZ luminescence | inhibition, % at 25 µM (by protocol) | hit rate 0.91% among 27,000 | AID 688;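 active means mutant luminescence inhibited past about 50% while wild type luminescence and mutant growth stay under set limits, limit read from the data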; further: some compounds called inactive have numbers as strong as hits
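Times: 16 h growth with compound at 30 °C, 90 min Beta-Glo step; Assay system: yeast eIF2B-epsilon R284H mutant carrying GCN4–beta-galactosidase fusion; Measure: % inhibition of reporter signal and growth versus controls; Dosing: one concentration, 25 µM, 0.25% DMSO; Buffer or medium: YPD yeast growth medium; Measured by: Beta-Glo luminescence plus absorbance at 595 nm.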
Yeast tox: Inhibits yeast growth, turbidity readout | S. cerevisiae wild-type growth, A595 turbidity, 16 h | growth inhibition, % at 25 µM (by protocol) | hit rate 0.3% among 30,000;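 active means mutant and wild-type yeast strains alike exhibit over 30% growth inhibition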;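 further: 0% = untreated cell controls and 100% = YPD media blanks without cells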
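System: S. cerevisiae wild-type or eIF2Bepsilon-R284H mutant strain; times: 16 h growth with compound, 30 °C; signal: absorbance at 595 nm (turbidity); measure: growth inhibition (%) versus cell controls and blanks; compound: 25 µM single dose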
Yeast tox inhibition %: further read-out of Yeast tox, marked with its call; growth inhibition, %; S. cerevisiae eIF2Bepsilon-R284H mutant growth, A595 turbidity, 16 h;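 each compound tested once at 25 µM; 0% equals untreated cells and 100% equals cell-free medium blanks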
Yeast eIF2B mutant toxicity: recorded beside Yeast eIF2B, whose call it bears; growth inhibition, %; measured here: mutant yeast growth, toxicity;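 each compound tested once at 25 µM; zero equals untreated control growth and 100 equals blank medium absorbance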
The depositor's hits bear a star; x = not tested or not shown. Not all compounds are listed (hit frequency here may not be typical).

Below each SMILES: Yeast eIF2B, Yeast eIF2B mutant toxicity, Yeast tox, Yeast tox inhibition %
Cc1cccc(Nc2nc(-c3ccc4c(c3)OCCO4)cs2)c1
→ 13, 23, 11, 23
CC(Sc1nc(N(C)C)nc(N2CCOCC2)n1)C(=O)Nc1ccccc1 (stereo unspecified)
→ 31, -14, 14, -14
CCCOC(=O)CSc1nnc(-c2cc(OC)c(OC)c(OC)c2)o1
→ 24, 5, 12, 5
Cc1ccc2c(CN3CCN(CCO)CC3)cc(=O)oc2c1C
→ x, x, 15, 3
COc1ccc(C)cc1S(=O)(=O)N(C)CC(=O)Nc1ccccc1
→ -13, -15, -6, -15
O=C(O)CSCc1nc2ccccc2s1
→ -19, 5, -6, 5
CC(=O)N1CCN(c2ccc(Nc3nc(C)nc4c3oc3ccccc34)cc2)CC1
→ -3, 4, 15, 4
Cc1c(CCC(=O)O)c(=O)n2c([nH]c3ccccc32)c1C#N
→ 10, 2, 28, 2
O=C(NCCN1CCCCC1)/C(=N\O)c1ccccc1
→ 15, 12, 23, 12
COc1ccc(S(=O)(=O)N(C)CC(=O)Nc2ccc3c(c2)OCO3)cc1OC
→ 4, -10, 11, -10
O=C(CSc1nnc(-c2cccnc2)n1Cc1ccco1)c1ccc(Cl)cc1
→ 27, 8, 6, 8
Cc1cc(C)nc(NS(=O)(=O)c2ccc(NC(=O)c3ccco3)cc2)n1
→ 17, 3, 14, 3
CCCCN(CCCC)CCNC(=O)Cc1nc2c(c(=O)[nH]c(=O)n2C)n1C
→ x, x, 3, -3
COc1ccc(-n2nnnc2SCC(=O)c2ccc3c(c2)OCCO3)cc1
→ x, x, -25, -20
CC(C)Cn1c(N)c(C(=O)COC(=O)CC23CC4CC(CC(C4)C2)C3)c(=O)n(C)c1=O
→ 11, -10, 16, -10
CCOc1ccc(NC(=O)C2CCN(S(=O)(=O)c3c(C)n[nH]c3C)CC2)cc1
→ 38, -11, 1, -11
Cc1ccc(C(=O)OCC(=O)N2CC(=O)Nc3ccccc32)s1
→ 27, 12, -1, 12
CCCCNC(=O)CN(CCc1ccccc1)S(C)(=O)=O
→ x, x, 6, 12
CC1CC(Nc2ccccc2)c2ccccc2N1C(=O)c1cccnc1 (stereo unspecified)
→ 2, x, x, x
Cc1ccc(C)c(CSc2nnc(-c3ccccn3)n2N)c1
→ 45, -8, -8, -8
C=CCSc1nc(C)c2cc(C)cc(C)c2n1
→ 7, 3, 29, 3
CCOCCc1nnc(NC(=O)c2cccc(F)c2)s1
→ -5, -4, 17, -4
CN(C)Cc1c(O)ccc2c3c(c(=O)oc12)CCCCC3
→ x, x, 19, 11
CCC(CC)C(=O)N1CCN(Cc2ccc3c(c2)OCO3)CC1
→ 16, 13, 3, 13
CN(C)/C=C1\N=C(c2cccs2)OC1=O
→ 19, -9, -9, -9
COc1ccccc1N1CCN(Cc2ccco2)CC1
→ 24, -18, -9, -18
Cc1cc(=O)oc(C)c1C(=O)OCC(=O)c1ccc(Cl)cc1
→ x, x, 5, 8
CCS(=O)(=O)n1nc(-c2ccccc2)nc1SC
→ -8, 18, 22, 18
Cc1ccc(-n2nnc3c(=O)n(CC(=O)N4CCC(C)CC4)cnc32)cc1
→ -10, 12, 19, 12
Cc1ccn(C(=O)c2cc3cc(Cl)ccc3oc2=O)n1
→ 23, 24, 10, 24

Given as labelled records: entries from further up.
Compound: COc1ccccc1N1CCN(Cc2ccco2)CC1
  Yeast eIF2B: 24	Yeast eIF2B mutant toxicity: -18	Yeast tox: -9	Yeast tox inhibition %: -18
Compound: Cc1cc(=O)oc(C)c1C(=O)OCC(=O)c1ccc(Cl)cc1
  Yeast eIF2B: x	Yeast eIF2B mutant toxicity: x	Yeast tox: 5	Yeast tox inhibition %: 8
Compound: CCS(=O)(=O)n1nc(-c2ccccc2)nc1SC
  Yeast eIF2B: -8	Yeast eIF2B mutant toxicity: 18	Yeast tox: 22	Yeast tox inhibition %: 18
Compound: Cc1ccc(-n2nnc3c(=O)n(CC(=O)N4CCC(C)CC4)cnc32)cc1
  Yeast eIF2B: -10	Yeast eIF2B mutant toxicity: 12	Yeast tox: 19	Yeast tox inhibition %: 12

Additional compounds follow.
Below each SMILES: Yeast eIF2B, Yeast eIF2B mutant toxicity, Yeast tox, Yeast tox inhibition %
O=C(NC1C=CS(=O)(=O)C1)c1sc2ccccc2c1Cl (stereo unspecified)
→ 11, -15, 4, -15
COC(=O)N/N=C/c1ccc([N+](=O)[O-])o1
→ 31, x, 0, 0
CCOC(=O)c1sc2nc3c(cc2c1N)COC(C)(CC)C3 (stereo unspecified)
→ 3, -5, 18, -5
Cc1cc(C(=O)CSc2nc3ccccc3n2C)c(C)n1C
→ x, x, 12, 28
Cc1ccc(C2C3=C(NCCN=C3c3ccccc3)C(=O)N2c2ccccc2)cc1 (stereo unspecified)
→ 24, 9, 8, 9
O=C(NC1CCCCC1)N1CCCC(c2nc(-c3cccs3)no2)C1 (stereo unspecified)
→ 24, 5, -35, 5
COc1cccc(-n2nc3c(-n4ncc(C#N)c4N)nnc(C)c3c2C)c1
→ 16, 4, -3, 4
COc1ccc2cc(C(=O)N3CCCCCC3)sc(=O)c2c1OC
→ 22, 24, -6, 24
C#CCOC(=O)C(NC(=O)c1ccccc1)=C(C)C
→ x, x, -7, 9
N#Cc1c(-c2ccc(Cl)cc2)nc2n(c1=O)CCCS2
→ -14, -5, -18, -5

Already shown: two of the compounds above.
Below each SMILES: Yeast eIF2B, Yeast eIF2B mutant toxicity, Yeast tox, Yeast tox inhibition %
Cc1cccc(Nc2nc(-c3ccc4c(c3)OCCO4)cs2)c1
→ 13, 23, 11, 23
CC(Sc1nc(N(C)C)nc(N2CCOCC2)n1)C(=O)Nc1ccccc1 (stereo unspecified)
→ 31, -14, 14, -14

Additional compounds
Below each SMILES: Yeast eIF2B, Yeast eIF2B mutant toxicity, Yeast tox, Yeast tox inhibition %
CC(C)CNS(=O)(=O)c1ccc(CCC(=O)N2CCOCC2)cc1
→ -1, 3, 17, 3
Cn1ncc(C#N)c1NC(=O)c1nn2cccnc2c1Cl
→ 19, x, x, x
O=C(Nc1ccc(S(=O)(=O)N2CCc3ccccc32)cc1)c1ccc2c(c1)OCO2
→ 16, 23, -8, 23
CC1(C)Cc2c(c(-c3ccccc3Cl)[nH]c(=O)c2C#N)CO1
→ 0, 15, 12, 15
Cc1ccc(NC(=O)CS(=O)CC(=O)NC2CCN(Cc3ccccc3)CC2)c(C)c1 (stereo unspecified)
→ 15, -5, -5, -5
Cc1ccc(-c2cc(C(=O)NCC3CCCO3)c3ccccc3n2)o1 (stereo unspecified)
→ x, x, 7, -6
O=C1Nc2cc(Cl)ccc2C1(N1CCNCC1)C(F)(F)F (stereo unspecified)
→ 14, x, x, x
CCOc1cc(C)cc2oc(=O)cc(-c3ccccc3)c12
→ 21, 19, 30, 19
Nn1c(SCc2nc3ccccc3[nH]2)nnc1-c1ccccc1
→ x, x, 18, 11
COc1cccc(Nc2c(F)c(OC)c(F)c(F)c2C(=O)O)c1
→ 24, 26, 3, 26
CCOc1ncccc1C(=O)N1CCN(Cc2ccc3c(c2)OCO3)CC1
→ x, x, 19, 15
COC(=O)c1cc(=O)nc2sc(-c3ccc(F)cc3)nn12
→ 21, 24, 25, 24
CCCC(=O)c1cc2cc(Cl)ccc2oc1=O
→ 22, x, 4, 0
COc1ccc(CNC(=O)CSc2nc3nc(C)cc(C)n3n2)cc1
→ 13, 14, -5, 14
COC(=O)c1ccc(NC(=O)C2CCCCC2C(=O)O)cc1 (stereo unspecified)
→ x, x, 8, 15
CCOC(=O)N1CCN(C(=O)N2CCOCC2)CC1
→ 19, x, x, x
NC(=O)N1CCN(C(=O)c2ccco2)CC1
→ 11, 19, 17, 19
CC(=O)/C=C1/SC(CC(=O)O)C(=O)N1c1ccccc1 (stereo unspecified)
→ 12, -5, 9, -5
C=C(C)Cn1c(=S)[nH]c2ccccc2c1=O
→ 18, -28, -2, -28
O=c1ccc2ccc(OCc3nnc(-c4ccccc4Br)o3)cc2o1
→ 19, -23, 4, -23
Cc1cc(C)n(-c2nc(-n3nc(C)cc3C)c3c4c(sc3n2)COC(C)(C)C4)n1
→ 7, x, -1, 0
CCOc1ccc(N2C(=O)CN=C2Nc2ccccc2F)cc1
→ 2, 9, 2, 9
Cn1nnc(C(O)CNCc2cccs2)n1 (stereo unspecified)
→ -15, 4, 2, 4
CC1(C)Cc2c(sc3c2C(=O)N(c2ccccc2)C2=NCCN23)CS1
→ -4, 5, 2, 5
CC1(C)Cc2c(sc3ncn4nnnc4c23)CO1
→ 14, 3, 0, 3
Cc1cc(C)n(-c2nncn2NC(=O)c2ccc(Cl)cc2O)n1
→ -17, -7, 23, -7
Cc1ccc(Nc2c3c(nc4ncnn24)CC(C)CC3)cc1 (stereo unspecified)
→ -12, -11, 14, -11
CSc1ccccc1NC(=O)CN(C)S(=O)(=O)c1ccc(F)cc1
→ 23, 12, 11, 12
CCCN(C#N)c1nc(NCC)nc(NC(C)C)n1
→ 20, -23, 15, -23
CCOC(=O)C1=C(C)NC2=C(C(=O)CCC2)C1c1ccc(N(C)C)cc1 (stereo unspecified)
→ 17, 14, 9, 14
CCOC(=O)N1CCN(C(=O)c2ccc3c(=O)n(CCC4=CCCCC4)c(=O)[nH]c3c2)CC1
→ 10, -19, -29, -19
O=c1cc(-c2ccccc2)nc2nc(-c3ccco3)[nH]n12
→ -3, 10, -52, 10
Cc1ccc(S(=O)(=O)N(CCCO)Cc2cc3c(C)ccc(C)c3[nH]c2=O)cc1
→ x, x, 10, 13
c1ccc(-c2cc(CSc3nc4ccccc4[nH]3)on2)cc1
→ 9, 23, -9, 23
CCn1c(CSc2nc(C)cc(C)n2)nnc1SCC(=O)N1CCCc2ccccc21
→ -1, 7, -5, 7
CCOC(=O)c1sc(C)c2c(=O)n(CCCN3CCOCC3)cnc12
→ 26, -5, 18, -5
COc1ccccc1-c1csc(Cc2nnc3n2CCCCC3)n1
→ 26, -29, 3, -29
O=C1c2[nH]nc(-c3ccccc3O)c2C(c2ccc(F)cc2)N1CC1CCCO1 (stereo unspecified)
→ 18, 20, 13, 20
CC(=O)c1cccc(NC(=O)CCS(=O)(=O)c2cccc3nonc23)c1
→ 6, x, 7, 0
CN(Cc1ccncc1)C1CC(=O)N(c2ccc(Cl)cc2)C1=O (stereo unspecified)
→ 7, -12, 3, -12
Cc1ccc(C(=O)c2c[nH]cc2-c2ccccc2)cc1
→ 24, 13, 4, 13
COC(=O)c1cc(NC(=O)C2CC2)cc(C(=O)OC)c1
→ 29, 6, 10, 6
CCN(CC)S(=O)(=O)c1csc(C(=O)OCC(=O)c2ccccc2)c1
→ 32, -11, -4, -11
Cn1c(-c2sc3cc(C(F)(F)F)cnc3c2-c2ccccc2)n[nH]c1=S
→ 22, 10, 17, 10
N#CC1=C(N)SC(N)=C(C#N)C1c1ccoc1
→ -20, -11, -6, -11
Cc1cccc(N2C(=O)c3cccc4c(N(C)CCO)ccc(c34)C2=O)c1
→ 10, 9, 2, 9
COc1ccccc1N1C(=O)CCC1(C#N)c1ccc(Br)cc1 (stereo unspecified)
→ 19, 10, 9, 10
CCc1c(C(=O)Nc2ccncc2)csc1C
→ 3, x, 11, 0
CCOC(=O)N1CCC(NC(=O)c2ccc(NC(=O)C3CCCO3)cc2)CC1 (stereo unspecified)
→ -6, x, 4, 0
Cc1cc(C(=O)CSc2nnc(-c3ccc(F)cc3)o2)c(C)n1CC1CCCO1 (stereo unspecified)
→ 17, -48, -20, -48

The listing continues:
Below each SMILES: Yeast eIF2B, Yeast eIF2B mutant toxicity, Yeast tox, Yeast tox inhibition %
Cc1ccc(-c2nnc(SCC#CCOC(=O)c3cccs3)o2)cc1
→ 23, 22, 6, 22
CCCNC(=O)C1CCN(c2nc(C)cc(C)n2)CC1
→ 21, 6, 20, 6
Cc1ccnc(NC(=O)CN(C)S(=O)(=O)c2cccc3nsnc23)c1
→ 11, 4, 8, 4
CCCSc1nnc2n(Cc3ccccc3)c(=O)c3c4c(sc3n12)CCC4
→ -21, -40, -23, -40
Cc1nnc(NC(=O)CCC(=O)NCc2cccs2)s1
→ 0, x, 35, 0
CCCCCCCCN1C(=O)N(C)C(N(O)C(=O)NC)C1(C)C (stereo unspecified)
→ x, x, 19, 0
C=CCNC(=S)NNC(=O)c1ccc(OC(C)C)cc1
→ x, x, 8, 15
O=C(Nc1nnc(C2CCCCC2)s1)c1cccs1
→ -28, x, x, x
CC(C)=C1SC(N2CCN(c3cccc(C(F)(F)F)c3)CC2)=NC1=O
→ x, x, -4, 0

Assay outcomes: PubChem BioAssay, PCMD
